NR2E3 ag-1: human photoreceptor-specific nuclear receptor agonism. CHO-S Gal4-NCOR/VP16-NR2E3 two-hybrid, luciferase. inhibition of corepressor binding, % at 3.98 µM. 0.35% of 360,000 active. AID 602229;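 active = inhibition above the mean of all tested compounds plus 3 SD, cut at about 70% in these data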;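 also: 0% = DMSO with NR2E3 transfected cells and 100% = cells lacking NR2E3 construct; higher means lower luciferase signal from less NR2E3 corepressor binding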
Target sequence (Q9Y5X4 whole entry, looked up, the tested form may be a part): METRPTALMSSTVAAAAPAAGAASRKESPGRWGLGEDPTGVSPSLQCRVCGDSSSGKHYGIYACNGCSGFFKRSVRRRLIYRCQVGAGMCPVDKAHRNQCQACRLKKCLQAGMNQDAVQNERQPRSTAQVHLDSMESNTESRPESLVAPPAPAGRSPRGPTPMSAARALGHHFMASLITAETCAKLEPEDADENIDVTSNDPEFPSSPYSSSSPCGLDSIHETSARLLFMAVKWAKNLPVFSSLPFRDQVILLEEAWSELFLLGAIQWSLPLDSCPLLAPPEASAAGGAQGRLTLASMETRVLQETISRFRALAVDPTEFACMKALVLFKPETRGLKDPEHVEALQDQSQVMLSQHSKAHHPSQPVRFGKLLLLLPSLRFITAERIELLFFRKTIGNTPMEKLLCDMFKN
NR2E3 ag-2: activates human photoreceptor nuclear receptor NR2E3. GST-NR2E3/biotin-RetCOR TR-FRET, 1536-well. AID 2300. inhibition of corepressor binding, % at 4.78 µM. 0.12% of 320,000 active;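 active = percent inhibition above the cutoff of mean plus 3 SD of all tested compounds, set per screening campaign, cut at about 20% in these data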;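 also: 0% = DMSO wells and 100% = biotin wells as full block of FRET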
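Assay system: NR2E3–RetCOR corepressor complex. Quantity: 1.35 nM GST-NR2E3. Buffer or medium: pH 7.5 Tris-based buffer. Reagent: biotinylated RetCOR corepressor at 7 nM final. Schedule: 5 h at 4 °C. Detection: TR-FRET, emission read at 617 and 671 nm. Replicates: one well per compound, singlicate testing.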
HIF-2a inh: blocks HIF-2a reporter activity; 786-0 RCC cells HIF-2a reporter, luciferase luminescence, overnight; inhibition, % at 18.8 µM; AID 624352; 0.72% of 360,000 active;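 active = inhibition of the luminescence signal of 40% or more relative to plate controls, in a single-dose primary screen at 18.75 µM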
CF NFkB block: blocks PAF-induced NF-kB reporter in cystic fibrosis cells; KKLEB NF-kB-GFP reporter, GFP fluorescence overnight; inhibition, % at 5 µM; 0.86% of 360,000 active; AID 588850;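 active = at least 50% inhibition at 5 µM, scaled per plate between neutral and stimulator controls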;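 also: PAF is a Pseudomonas aeruginosa culture filtrate used as stimulus; plate controls were PAF-stimulated DMSO wells for no effect and unstimulated DMSO wells for full effect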
KKLEB tox: counter-screen for CF NF-kB inhibitors: cytotoxicity; KKLEB CF airway cells viability, ATPlite luminescence, overnight; active compounds read low; cells stimulated with P. aeruginosa culture filtrate; activity change (cytotoxicity), % at 5 µM; 0.36% of 360,000 active;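 active = corrected activity change at or below -50% at 5 µM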
Shn3 3UTR inh: reduces Shn3 3'UTR luciferase signal in osteoblasts; inhibition, % at 12.5 µM; 0.52% of 360,000 active; Clone20 osteoblast Shn3 3'UTR firefly luciferase, 24 h;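 active = mean inhibition of at least 75% with every replicate also reaching 75%; inconclusive = mean inhibition at least 75% but some replicate below; inactive = mean inhibition below 75%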;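 also: 0% = median of neutral control wells and 100% = pilot-screen positive control compound; some compounds past the cut are filed as inactive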
MITF TRPM1 inh: MITF TRPM1 promoter inhibition in SK-MEL-5 cells. inhibition, % at 12.5 µM. 0.83% of 330,000 active. SK-MEL-5 TRPM1 promoter luciferase, 24 h. AID 488899;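 active = mean inhibition across replicates of 60% or more, whatever share of single replicates reaches that level; inconclusive = some that reach 60%, reason not given; inactive = mean inhibition across replicates below 60%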; also: values of inactives mirror those of a sister screen read the other way
Vif inh: inhibitors of HIV Vif. 0.35% of 340,000 active. HEK293T cells, Vif self-association by quenched fluorescence, imaging, 24 h. inhibition, % at 7.49 µM; in the data active = inhibition above about 50%, passing the limit was not always enough; inconclusive = no clear call, values can overlap the other calls; inactive = below about 31%; also: some results filed as inactive read as strong as hits
CaV13 FRET inh: Disruptors of the CACNA1D IQ motif to Ca2+-dependent inactivation inhibitor domain association, primary screening, Förster resonance energy transfer in intact living … | HEK cells, CFP/YFP FRET ICDI-IQ, plate reader, 10 min; percent FRET-ratio fall versus neutral wells | inhibition, % at 12.3 µM | 0.098% of 340,000 active;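 active = mean replicate inhibition of at least 30% and at least 1% of replicates passing that level; inconclusive = only one of the two criteria is met; inactive = neither criterion is met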;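 also: 0% = median of the neutral control wells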
PDI inh: PDI (human) enzyme inhibition; P07237; PDI insulin aggregation turbidity, A650, 90 min; inhibition, % at 10 µM; 0.052% of 350,000 active;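 active = mean inhibition across replicates of 30% or more, whatever share of single replicates reach that level; inconclusive = mean inhibition below 30% while every single replicate reaches 30%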;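 also: absorbance from insulin aggregation driven by PDI reduction with DTT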
Target sequence (P07237 whole entry, looked up): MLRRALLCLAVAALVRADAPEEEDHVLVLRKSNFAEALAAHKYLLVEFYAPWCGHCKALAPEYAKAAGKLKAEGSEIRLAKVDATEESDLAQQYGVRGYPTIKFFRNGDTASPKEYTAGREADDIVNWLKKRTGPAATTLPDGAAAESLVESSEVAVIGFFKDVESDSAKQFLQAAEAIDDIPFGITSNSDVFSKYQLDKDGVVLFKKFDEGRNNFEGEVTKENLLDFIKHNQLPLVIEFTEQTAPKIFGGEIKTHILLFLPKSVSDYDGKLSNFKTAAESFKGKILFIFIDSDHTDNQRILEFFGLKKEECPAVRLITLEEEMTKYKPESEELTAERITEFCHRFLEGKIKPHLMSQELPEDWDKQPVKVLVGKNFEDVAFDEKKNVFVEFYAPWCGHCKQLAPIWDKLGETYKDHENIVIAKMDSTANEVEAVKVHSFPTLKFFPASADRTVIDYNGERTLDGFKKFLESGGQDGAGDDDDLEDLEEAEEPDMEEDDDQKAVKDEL
Peg3 promoter: Peg3 promoter activity inhibition; HeLa PEG-Prom luciferase reporter, luminescence, overnight; inhibition, % at 20 µM; 1.7% of 360,000 active; AID 588405;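 active = inhibition of at least 50% at 20 µM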
The depositor's hits bear a star; ? = inconclusive; nt = not tested or not shown.

No.	structure	NR2E3 ag-1	NR2E3 ag-2	HIF-2a inh	CF NFkB block	KKLEB tox	Shn3 3UTR inh
1	COc1ccc2c(c1)nc(NCCCO)n2Cc1ccccc1	4	1	9	-5	1	5
2	Cc1oc(-c2ccccc2)cc1C(=O)NCc1ccncc1	9	-2	-3	-13	-4	4
3	Fc1ccc(COc2ccc(-c3nnco3)cc2)c(Cl)c1	-112	5	-220	-2	-10	-21
4	CN(C(=O)c1ccc(NC(=O)Cc2cccc(NC(=O)C3CCCN(C(=O)C4CCCC4)C3)c2)cc1)C1CCCC1 (configuration not stated)	-6	2	7	4	0	7
5	COc1cc(C)nc(Nc2nc(C)c(C(C)=O)s2)n1	-7	2	-41	-26	7	-2
6	COC(=O)c1[nH]c2ccc(C)cc2c1NC(=O)Oc1ccccc1	-17	-16	-15	-6	13	-25
7	C=CCC(CC=C)(C(N)=O)c1ccccc1	-6	0	15	3	6	1
8	CCCC(O)(CCC)C(=O)NN(C(=O)CCl)c1ccccc1	-2	-2	20	25	-24	2

No.	MITF TRPM1 inh	Vif inh	CaV13 FRET inh	PDI inh	Peg3 promoter
1	-6	-2	4	3	-2
2	6	6	-3	-2	20
3	-26	0	-4	3	-249
4	11	-3	-5	2	10
5	1	nt	-4	-5	-27
6	2	-3	-4	9	-9
7	2	4	10	-5	3
8	11	0	-10	-7	31

Next structures.
No.	structure	NR2E3 ag-1	NR2E3 ag-2	HIF-2a inh	CF NFkB block	KKLEB tox	Shn3 3UTR inh
9	Cc1ccc(NC(=O)c2cc(-c3cccs3)on2)cc1C	-95	-5	-417	10	-6	-65
10	Cc1nc(C(=O)Nc2ccc(Cl)cc2)nn1-c1ccc([N+](=O)[O-])cc1	-11	1	-10	-5	4	5
11	CN(CC(=O)Nc1cccc(F)c1)C(=O)c1cccnc1Sc1ccccc1	-29	-5	15	1	1	0
12	Cn1c(NC(=O)C2CCCO2)cc(=O)n(C)c1=O (configuration not stated)	5	6	13	-5	-22	-1
13	Cn1ncc(Cl)c1C(=O)N1CCN(C(=O)c2ccco2)CC1	-12	nt	4	11	-1	5
14	O=C(c1ccc(F)cc1)c1c[nH]c(C(=O)NCCCN2CCOCC2)c1	-45	2	3	9	-32	3
15	O=C(OCC(=O)c1c[nH]c2ccccc12)c1ccc([N+](=O)[O-])s1	-11	3	-69	-22	11	-13
16	Cc1cccc(NC(=O)CNC(=O)CSc2nc(N)cc(N)n2)c1C	1	nt	8	-11	16	2

No.	MITF TRPM1 inh	Vif inh	CaV13 FRET inh	PDI inh	Peg3 promoter
9	-93	2	0	2	-333
10	-6	-2	nt	7	-3
11	-5	23	-6	-4	19
12	-1	1	-8	-4	14
13	7	13	-3	3	15
14	6	-2	-5	-5	8
15	35	22	-5	-4	-30
16	3	-3	-13	0	8

Next results:
No.	structure	NR2E3 ag-1	NR2E3 ag-2	HIF-2a inh	CF NFkB block	KKLEB tox	Shn3 3UTR inh
17	N#C/C(=C/Nc1ccccc1)c1ccsc1	-30	5	-150	-15	9	-33
18	CS(=O)(=O)c1nncn1-c1ccccc1	-22	2	-1	4	5	1
19	CC(NC(=O)C(=O)N1CCCCC1)C(c1cccs1)N1CCN(C)CC1 (configuration not stated)	2	0	14	-11	17	-11
20	COc1ccc(-c2csc3ncnc(N4CCN(c5ccccc5[N+](=O)[O-])CC4)c23)cc1	-31	8	6	40	-24	20
21	CC1(C)CC(CCN(Cc2ccccc2)C(=O)c2ccco2)(c2ccccc2)CCO1 (configuration not stated)	13	1	11	28	6	9
22	O=C(CSc1nnc(CNC(=O)c2ccccc2F)o1)c1ccc(Cl)cc1	-15	0	9	6	4	5
23	Cc1ccc(C(C)C)c(OCC(=O)NNC(=O)Nc2ccccc2)c1	-13	2	15	-16	-6	33
24	Cc1nnc(Nc2ccc3c(c2)ncn3C)c2ccccc12	-24	-3	-18	24	7	20

No.	MITF TRPM1 inh	Vif inh	CaV13 FRET inh	PDI inh	Peg3 promoter
17	-14	5	-5	4	-116
18	5	21	-4	5	2
19	-2	-5	-7	5	-13
20	-13	3	nt	-8	43
21	8	4	2	-6	26
22	9	13	-2	2	6
23	13	-6	-4	-5	15
24	-13	4	-8	-4	-25

An excerpt of these results, field by field.
17) N#C/C(=C/Nc1ccccc1)c1ccsc1
  NR2E3 ag-1: -30	NR2E3 ag-2: 5	HIF-2a inh: -150	CF NFkB block: -15	KKLEB tox: 9	Shn3 3UTR inh: -33	MITF TRPM1 inh: -14	Vif inh: 5	CaV13 FRET inh: -5	PDI inh: 4	Peg3 promoter: -116

24) Cc1nnc(Nc2ccc3c(c2)ncn3C)c2ccccc12
  NR2E3 ag-1: -24	NR2E3 ag-2: -3	HIF-2a inh: -18	CF NFkB block: 24	KKLEB tox: 7	Shn3 3UTR inh: 20	MITF TRPM1 inh: -13	Vif inh: 4	CaV13 FRET inh: -8	PDI inh: -4	Peg3 promoter: -25

Continuation:
No.	structure	NR2E3 ag-1	NR2E3 ag-2	HIF-2a inh	CF NFkB block	KKLEB tox	Shn3 3UTR inh
25	CC(C)(C)NC(=O)NC(=O)CSc1nnc(COc2ccccc2Cl)o1	-36	2	-69	-6	13	6
26	CCN1CCN(c2ncnc3c2cnn3-c2ccc(C)cc2C)CC1	-28	-1	-4	13	-16	-20
27	Cc1ccc(-n2c(-c3cnccn3)n[nH]c2=S)c(Br)c1	-13	0	7	4	4	-9
28	CCOC(=O)C1CCCN(C(=O)c2ccc(S(=O)(=O)N3CCOCC3)cc2)C1 (configuration not stated)	-2	4	8	1	9	4
29	CCOc1ccc(CN2CCNC(=O)C2CC(=O)NCCCn2ccnc2)cc1 (configuration not stated)	15	-1	11	2	-2	-23
30	Cn1c(C(=O)O)cc2c(=O)n3ccccc3nc21	17	3	4	-15	6	1
31	O=C1N=C2SCCN2/C1=C\c1ccc(Cl)cc1	-22	-1	-6	3	5	6
32	CCOc1ccc(-n2c(=S)sc3c(=O)[nH]c(SCC(=O)NC(C)CC)nc32)cc1 (configuration not stated)	0	-2	-3	20	1	13

No.	MITF TRPM1 inh	Vif inh	CaV13 FRET inh	PDI inh	Peg3 promoter
25	2	0	-5	-2	-58
26	-9	8	-5	21	-11
27	-2	-3	8	-3	0
28	8	32	-5	8	-3
29	-5	4	-8	-4	2
30	3	10	-3	4	9
31	-3	-4	-6	13	6
32	7	3	-5	12	6

Remaining list, next part
No.	structure	NR2E3 ag-1	NR2E3 ag-2	HIF-2a inh	CF NFkB block	KKLEB tox	Shn3 3UTR inh
33	Cc1nn(Cc2ccccc2)c(Cl)c1C(=O)NCc1ccc(C)n1C	-2	0	-5	8	-5	-9
34	NNC(=O)c1nn(-c2ccc(Cl)cc2)ccc1=O	-13	-1	12	11	-6	-15
35	O=C1NC2(CCCCC2)C(=O)N1CC(=O)N(Cc1ccccc1)c1ccccc1	-12	-1	6	5	9	-17
36	Cc1cc(C)c(OCCCCCn2ccnc2)c(C)c1	-33	nt	16	3	0	4
37	COc1ccc(CNC(=O)CN2CCN(S(=O)(=O)c3cc(Br)ccc3Br)CC2)cc1OC	13	nt	14	-9	-6	-5
38	O=C(c1ccc(SCc2ccco2)c([N+](=O)[O-])c1)N1CCOCC1	-20	0	-24	-2	-4	-10
39	COc1ccc(OC)c2[nH]c(=O)c(CCNC(=O)c3ccc(Br)o3)cc12	-17	-5	6	-10	6	9
40	CCN(CC)C(=O)Cn1cc(C(=O)C(=O)NCc2ccco2)c2ccccc21	8	-2	12	-6	2	-1

No.	MITF TRPM1 inh	Vif inh	CaV13 FRET inh	PDI inh	Peg3 promoter
33	-2	-8	-5	12	-18
34	19	-9	-5	6	12
35	3	?	-6	24	8
36	2	-5	-4	-4	7
37	9	2	-6	16	-1
38	2	0	-7	-1	-10
39	-5	9	nt	-4	10
40	-4	8	-3	-2	2

Retrieved by compound from above:
No.	structure	NR2E3 ag-1	NR2E3 ag-2	HIF-2a inh	CF NFkB block	KKLEB tox	Shn3 3UTR inh
6	COC(=O)c1[nH]c2ccc(C)cc2c1NC(=O)Oc1ccccc1	-17	-16	-15	-6	13	-25
3	Fc1ccc(COc2ccc(-c3nnco3)cc2)c(Cl)c1	-112	5	-220	-2	-10	-21

No.	MITF TRPM1 inh	Vif inh	CaV13 FRET inh	PDI inh	Peg3 promoter
6	2	-3	-4	9	-9
3	-26	0	-4	3	-249

The listing continues:
No.	structure	NR2E3 ag-1	NR2E3 ag-2	HIF-2a inh	CF NFkB block	KKLEB tox	Shn3 3UTR inh
41	CCc1ccc(-c2nn[nH]n2)cc1	-18	-1	-34	7	3	-4
42	Cc1cc(C)c(C)c(S(=O)(=O)N2CCN(C(=O)C3CSC4(C)CCC(=O)N34)CC2)c1C (configuration not stated)	11	4	-6	14	1	1
43	CCOC(=O)CNC(=O)CSc1nc2cccnc2n1C	-16	2	16	2	-2	-23
44	CSCCC(NS(=O)(=O)c1ccc(Cl)cc1)C(=O)OCC(=O)NC12CC3CC(CC(C3)C1)C2 (configuration not stated)	1	-1	21	-1	3	4
45	CSCc1cc(N2CCOCC2)nc(-c2ccccc2)n1	-25	2	23	20	-4	-7
46	O=C(CNc1ccc2ccccc2c1)N/N=C/C=C/c1cccc([N+](=O)[O-])c1	-27	-2	1	-12	6	0
47	N=C1/C(=C\c2ccc(OC(=O)c3ccco3)cc2)C(=O)N=C2SC(N3CCCCC3)=NN12	-18	2	-39	-31	17	0
48	O=C(CCC1CCCC1)Nc1cc(Cl)ccc1N1CCOCC1	1	0	1	-10	-2	3

No.	MITF TRPM1 inh	Vif inh	CaV13 FRET inh	PDI inh	Peg3 promoter
41	-9	6	-13	6	-18
42	9	-5	nt	0	1
43	6	16	-1	-1	6
44	-5	-14	-4	2	12
45	14	2	-3	-3	2
46	2	-3	-3	1	-20
47	nt	-11	-7	nt	-16
48	-8	5	-16	4	6

Screens deposited in PubChem by several laboratories.
